Screens as filed in PubChem BioAssay.
CatS inh: human cathepsin S inhibition | AID 501 | inhibition, %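 (tested at 5 µM per compound within 10-compound mixtures)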 | recombinant cathepsin S, AMC dipeptide fluorescence, pooled mixtures | 0.06% of 62,000 active; in the data active = inhibition above about 32%, passing the limit was not always enough;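 note: 0% = enzyme without compound and 100% = blank without enzyme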
Target sequence (P25774 115-331 limits assumed): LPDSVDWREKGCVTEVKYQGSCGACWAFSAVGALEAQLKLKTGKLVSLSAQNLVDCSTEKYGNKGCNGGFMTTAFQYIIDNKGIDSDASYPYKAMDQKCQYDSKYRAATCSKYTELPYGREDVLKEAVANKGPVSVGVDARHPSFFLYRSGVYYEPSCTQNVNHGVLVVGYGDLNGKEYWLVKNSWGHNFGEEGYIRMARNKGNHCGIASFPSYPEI
Her2 expr inh: lowers expression of human Her2 kinase | P04626 | SKBR-3 HER2 protein level, AlphaScreen, 18-24 h; hits give low values | HER2 level % of control, % at 10 µM | 0.69% of 65,000 active;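 active = HER2 level under 5% of the carrier-only control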;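 note: 100% = DMSO carrier and 0% = 500 nM PU-H71 HSP90 inhibitor; lower value means stronger loss of Her2 protein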
CatB mix inh: human cathepsin B inhibition by mixtures. Purified cathepsin B, AMC dipeptide fluorescence, compound mixtures. 0.06% of 62,000 active. inhibition, %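 (ten-compound pools at 5 µM per compound and 50 µM total)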. AID 488. P07858; in the data active = inhibition above about 22%, passing the limit was not always enough;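 note: 0% = enzyme without compound and 100% = no enzyme blank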
CatB inh: human cathepsin B inhibition; P07858; purified cathepsin B, fluorogenic substrate, fluorescence; inhibition, %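 (tested at 10 µM)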; 0.1% of 63,000 active; in the data active = inhibition above about 21%;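 note: 0% = enzyme with no compound and 100% = no enzyme blank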
C1s inh: blocks human complement C1s protease activity. P09871. purified C1s, fluorogenic AMC substrate, pooled mixtures. mean inhibition % of two 10-compound mixtures (hits give high values), % at 5 µM (by protocol). 0.16% of 62,000 active. AID 538;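 active = inhibition above 20% in each of the two 10-compound mixture wells holding the compound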;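 note: 0% = enzyme wells lacking compound mixture and 100% = no-enzyme blank wells; some compounds called inactive have numbers as strong as hits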
ROCK2 blocker: ROCK2 (human) kinase inhibition; purified ROCK2, Kinase-Glo ATP depletion luminescence; inhibition, % at 6 µM; O75116; 0.35% of 60,000 active;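 active = inhibition above the screen-wide mean inhibition plus 3 SD, cut at about 18% in these data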;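 note: plate controls were DMSO wells for no effect and Y-27632 control wells after no-enzyme background subtraction for full effect; many of its hits are not listed in these tables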
CatL block: inhibitors of human cathepsin L; P07711; purified cathepsin L, fluorogenic substrate, fluorescence; inhibition, %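 (tested at 10 µM)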; 0.17% of 58,000 active; in the data active = inhibition above about 45%;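 note: 0% = enzyme with no compound and 100% = no enzyme blank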
Target sequence (P07711 114-288 limits assumed): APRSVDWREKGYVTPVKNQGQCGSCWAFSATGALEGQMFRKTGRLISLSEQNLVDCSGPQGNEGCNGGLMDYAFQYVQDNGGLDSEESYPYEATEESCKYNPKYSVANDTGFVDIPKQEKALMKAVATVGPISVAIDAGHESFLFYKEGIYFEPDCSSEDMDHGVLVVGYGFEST
Target sequence (P07711 292-333 limits assumed): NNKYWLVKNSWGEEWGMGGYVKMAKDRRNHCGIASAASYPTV
CatG inh: blocks human cathepsin G enzyme activity; purified enzyme, AMC-tetrapeptide fluorescence, pooled mixtures; 0.2% of 62,000 active; P08311; inhibition, % at 5 µM (by protocol);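 active = inhibition above 20% in each of the two mixture wells holding the compound; inactive = inhibition of 20% or less in either well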;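 note: 0% = enzyme control without mixture and 100% = blank lacking enzyme; strong numbers were not always called active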
Target sequence (P08311 21-244 limits assumed): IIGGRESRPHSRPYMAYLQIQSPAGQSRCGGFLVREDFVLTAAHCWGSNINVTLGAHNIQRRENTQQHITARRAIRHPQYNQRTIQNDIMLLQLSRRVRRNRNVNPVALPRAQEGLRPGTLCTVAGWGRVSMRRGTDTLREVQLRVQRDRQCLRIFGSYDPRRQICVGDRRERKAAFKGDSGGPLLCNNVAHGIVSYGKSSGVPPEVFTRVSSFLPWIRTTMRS
PKA kinase inh: blocks human protein kinase A activity; P17612; PKA Kemptide phosphorylation, Kinase-Glo ATP luminescence; inhibition, % at 6 µM; 0.1% of 65,000 active;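 active = inhibition above the screen-wide mean inhibition plus 3 SD, cut at about 21% in these data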; note: many of its hits are not listed in these tables
* marks the source's active call; other numbers are inactive results; / = no result given. These rows are one share of the data (hit frequency here may not be typical).

SMILES	CatS inh	Her2 expr inh	CatB mix inh	CatB inh	C1s inh	ROCK2 blocker	CatL block	CatG inh	PKA kinase inh
COC(=O)CSC1=C(C#N)C(=O)NC2(CCCCC2)S1	/	107	/	-4	/	2	11	/	3
CCN1C(=O)c2ccc(-c3nc4ccccc4c(=O)o3)cc2C1=O	12	88	2	1	12	1	-2	39*	1
COc1ccc(Cl)cc1N(C)C(=O)CCNC(=O)Cn1cnc2ccccc2c1=O	0	85	2	1	-14	7	2	-2	12
COCCNC(=O)CSc1nc2ccccc2c(=O)n1CC1CCCO1 (stereo not given)	-3	81	5	3	-19	2	8	-7	9
CC(C)N(Cc1nc(-c2ccccc2)no1)C(=O)Cc1ccccc1	11	95	6	5	-3	5	10	-8	-1
O=C(CN1CCN(S(=O)(=O)/C=C/c2ccccc2)CC1)NC(=O)NCc1ccco1	-8	84	0	2	-19	-2	/	16	8
Cc1ccc(CSc2nnc(-c3cccs3)n2C)cc1	3	96	3	11	-69	8	3	2	10
O=c1[nH]c(N2CCc3ccccc32)nc2c1CCCC2	4	64	6	3	5	8	0	8	10
CSc1cccc(NC(=O)Cn2cccc2)c1	1	90	-1	-1	-11	5	-10	-12	10
Cn1c(=O)cc(OCCCC(=O)NC2CCCC2)c2ccccc21	18	97	1	-1	-16	1	3	1	-5
COC(=O)CN1C(=O)CC(C)(C)Sc2ccccc21	-9	85	2	2	-2	7	-3	7	8
CC1(C)NC(=O)N(CC(O)CNC23CC4CC(CC(C4)C2)C3)C1=O (stereo not given)	-2	163	2	1	20	7	-8	13	1
CC(Oc1ccc(-c2ccccc2)cc1)C(=O)N1CCOCC1 (stereo not given)	12	97	0	3	15	6	24	9	11
O=C(CSc1ncnc2c1oc1ccccc12)Nc1ccccc1F	-9	112	4	3	2	5	-1	-6	6
CCOC(=O)NC(O)C(=O)c1cccs1 (stereo not given)	/	112	/	1	/	2	5	/	1
Cc1nnc(SCCCN2C(=O)c3ccccc3C2=O)o1	4	106	4	0	6	1	24	10	-4
CN(CC(=O)NCc1cccs1)S(=O)(=O)c1cccc2nsnc12	1	72	3	2	17	4	-6	10	0
O=C(c1cc2nc(-c3ccco3)cc(C(F)(F)F)n2n1)N1CCCCCC1	11	88	2	4	-15	-1	4	-1	-2
Cc1ccc(-n2c(SCc3ccc(C#N)cc3)nnc2-c2ccccn2)cc1	3	43	0	2	-6	2	11	-6	8
O=C(C1CCN(c2ncnc3c2sc2cccc(F)c23)CC1)N1CCOCC1	9	79	-2	0	13	18	8	12	7
O=C(O)CC(Cc1ccccc1)c1ccc2c(c1)OCO2 (stereo not given)	1	91	3	0	19	-1	16	12	-2
CCc1c(C)nc2[nH]nc(NC(=O)C(F)(F)F)n2c1=O	10	135	-1	9	-6	0	26	-6	6
CCOC(=O)c1ccc(N2C(=O)CC(N3CC(C)OC(C)C3)C2=O)cc1 (stereo not given)	5	102	0	2	3	-3	11	-1	7
CC(NC(=O)CC(O)(C(F)(F)F)C(F)(F)F)c1ccccc1 (stereo not given)	-2	/	2	3	14	4	8	13	13
O=C(NCCCN1CCOCC1)C(C(=O)c1ccccc1)n1ccccc1=O (stereo not given)	-3	90	0	1	-5	10	6	7	3
COc1ccc(NCc2nnc(SCC(=O)Nc3cccc(C)c3)o2)cc1	0	109	6	2	2	6	5	9	4
COc1cc(OC)cc(-c2cc3nc(C)c(CCC(=O)O)c(C)n3n2)c1	-6	87	3	5	-7	3	-5	6	3
C=CCn1c(SCc2nc3ccccc3c(=O)[nH]2)nnc1-c1cc2cc(Cl)ccc2o1	3	3.3*	-1	1	-9	11	10	-2	11
COc1cccc(Oc2cn[nH]c2-c2ccc(OC)cc2O)c1	-2	54	5	1	4	3	21	6	6
CC(=O)c1cc2c(cc1N)OCO2	14	132	7	11	-20	-3	7	-9	1
COCc1[nH]nc2c1C(c1sccc1C)C(C#N)=C(N)O2 (stereo not given)	/	179	/	3	/	5	21	/	7
N#Cc1nc(COc2ccccc2F)oc1NCc1ccc(F)cc1	13	99	-2	0	4	0	15	3	2
CC(C)=CCC/C(C)=C/CN(CC(C)O)CC(C)O (stereo not given)	-1	100	-4	0	3	-8	12	-3	-3
Nc1nc2n(n1)C(c1c(F)cccc1Cl)CC(c1ccc(F)cc1)N2 (stereo not given)	-7	99	5	-1	3	5	-1	0	7
CC(C)(CO)NS(=O)(=O)c1ccc2c(c1)oc(=O)c1cc(S(=O)(=O)NC(C)(C)CO)ccc12	-3	106	3	-3	-3	3	-7	-2	-1
CCCC1=[N+](CC)CCn2c(C)ccc21	4	103	0	3	-29	-1	27	5	2
CC(C)(C)c1nnc2sc(SCCN3C(=O)c4ccccc4C3=O)nn2c1=O	-3	102	0	2	-14	5	3	-11	7
O=C(CSc1nnc(-c2ccncc2)n1Cc1ccco1)c1ccc(Cl)cc1	4	40	6	2	-20	8	10	-8	15
CCOC(=O)c1ccccc1NC1c2ccccc2C(=O)N1c1ccc(C)cn1 (stereo not given)	1	92	-3	0	14	0	16	9	3
Cc1ccccc1C(=O)NC1CCN(CC(=O)Nc2nccs2)CC1	-21	98	-15	2	-54	2	-2	-10	5
Cc1ccc(Cn2nnc3c(=O)[nH]c(C4CCN(S(=O)(=O)c5ccccc5)CC4)nc32)cc1	2	110	3	4	2	2	14	10	4
CCCCCCn1c(=O)c(-c2nc3ccccc3c(=O)[nH]2)c(O)c2ccccc21	-10	75	-2	0	-6	5	-10	2	1
COc1ccc(OC)c(C(C(=O)NCc2ccco2)N(C(=O)Cn2nnc3ccccc32)C(C)C)c1 (stereo not given)	-2	103	1	1	-3	4	9	6	4
Clc1ss/c(=N\c2ccccn2)c1Cl	3	89	4	-3	-5	/	9	1	8
O=c1[nH]c(NCc2ccccc2)nc2c1CCC2	6	74	-4	1	-3	8	/	9	6
O=C(CSc1nc2ncccc2[nH]1)c1ccc(F)cc1	-4	109	-4	1	-44	8	21	4	-3
N#Cc1ccc(CSc2nnc(-c3ccccn3)n2-c2ccc(Cl)cc2)cc1	11	41	6	4	-9	-8	4	-9	-9
CN(C)c1oc(-c2ccc(OCc3ccc(Cl)cc3)cc2)nc1C#N	-4	94	2	1	-20	-2	-8	-14	-1
CC1(C)Oc2ccc(C(=O)N3CCOCC3)cc2N(CC(=O)N2CCOCC2)C1=O	-2	102	-3	-1	-6	5	14	6	16
CN(c1ccccc1)C(c1ccc(F)cc1)c1nnnn1C1CCCC1 (stereo not given)	0	152	7	-4	3	-3	0	2	-3
COc1ccccc1-c1cc(C(F)(F)F)nc(N2CCCC2)n1	0	124	-5	-3	34	/	8	-4	0
CCOC(=O)N1CCN(C(=O)C2CCN(c3ncnc4c3sc3cccc(F)c34)CC2)CC1	3	68	2	4	3	4	9	7	10
CN(c1ccc(C(=O)NCc2cccnc2)cc1)S(C)(=O)=O	1	93	2	-2	0	/	-2	-3	2
COc1ccccc1OCC(=O)NCc1cccs1	21	97	1	5	-18	1	15	-11	13
COc1cc(C2c3c(n[nH]c3C)C(=O)N2c2ccc(C)cc2)ccc1O (stereo not given)	-10	72	4	3	-19	-3	6	9	10
COc1ccc(N2CC(C)Cn3c2nc2c3c(=O)n(CCc3ccccc3)c(=O)n2C)cc1 (stereo not given)	26	182	6	3	-12	3	-3	-7	2
COc1cccc(NC(=O)Cc2nnc(SCCOc3ccccc3)n2C)c1	-2	59	-2	/	-8	-1	/	-1	7
c1cc(-c2noc(CCC3CCCC3)n2)ccn1	-3	115	8	2	-5	6	5	-7	14
N#Cc1c(N)oc(-c2ccccc2)c1-c1ccccc1	0	91	7	0	-21	/	/	2	2
CCOC(=O)Cc1c(C)c2c(O)cc(O)cc2oc1=O	6	87	2	5	-2	/	-4	8	4

More entries:
SMILES	CatS inh	Her2 expr inh	CatB mix inh	CatB inh	C1s inh	ROCK2 blocker	CatL block	CatG inh	PKA kinase inh
COc1ccc(/C=N/n2c(=O)[nH]c3c([nH]c4ccc(C)cc43)c2=O)cc1CN1CCOCC1	6	101	4	4	-7	4	6	-7	-2
CC(=O)Nc1ccc(S(=O)(=O)N[C@H](C(=O)O)C(C)C)cc1	12	99	-2	-2	-2	2	8	3	3
CC1CN(C(=O)C2CCCN2S(=O)(=O)c2ccc(Cl)cc2)CC(C)O1 (stereo not given)	0	111	-2	-2	-2	1	/	-9	4
COC(=O)C(Cc1ccc(O)cc1)NC(=O)CCC(=O)Nc1ccc(S(N)(=O)=O)cc1 (stereo not given)	3	108	4	3	-5	8	2	7	6
COc1ccc(CC(=O)Nc2ccc(-c3nnc(-c4ccccc4)o3)cc2)cc1	-7	87	-1	4	-7	4	-25	-12	6
CCN(CC)c1cc2nonc2c2nonc12	-3	84	27	0	13	4	-6	10	12
O=C(c1ccco1)N1CCN=C1SCc1ccccc1Cl	-4	100	-1	3	6	4	/	6	4
CC(=O)Nc1ccc2oc(-c3cc(F)c(F)cc3Cl)nc2c1	11	91	1	6	-6	4	2	7	5
Cc1c(NC(=O)CCc2ccc(S(=O)(=O)N3CCOCC3)cc2)c(=O)n(-c2ccccc2)n1C	11	74	2	5	1	/	15	0	2
CN(c1ccc(C(=O)Nc2cccnc2)cc1)S(C)(=O)=O	9	99	0	-2	5	8	-2	-3	11
CN1CCN(CCCN2c3ccccc3Sc3ccc(Cl)cc32)CC1	-5	89	4	-3	-3	4	5	8	-1
Cc1ccc(S(=O)(=O)NCCC(=O)Nc2ccc3c(c2)OCO3)cc1	2	79	3	2	-4	7	4	7	9
CCOC(=O)c1ncn2c1C(=O)OC2(C)C	-9	112	-1	6	11	-2	9	5	8
O=C(O)C1CCCCC1C(=O)Nc1ccccn1 (stereo not given)	-1	75	1	1	13	5	13	6	5
CN1c2ccccc2-c2nc3ccccc3n2C1c1ccccn1 (stereo not given)	-9	185	-2	3	-100	/	/	-6	0
COc1ccc2nc(NC(=O)CCn3cccc3)sc2c1	5	89	-1	-3	1	-5	7	3	-7
COc1ccc(CCc2nc(-c3ccc(-n4cccc4)cc3)no2)cc1	-3	89	1	-3	-1	4	/	-2	11
COCCNC(=O)Cn1cnc2sc(C)c(S(=O)(=O)N3CCC(C)CC3)c2c1=O	-3	91	3	-1	12	/	-3	31	2
COc1ccccc1NC(=O)CN1CCN(c2ccccc2F)CC1	0	112	2	-1	-15	4	1	-3	11
CN(C(=O)c1cc2n(n1)C(C(F)(F)F)CC(c1ccco1)N2)c1ccc(OC(F)(F)F)cc1 (stereo not given)	-6	70	-1	0	6	2	4	6	5
CCOC(=O)N1CCN(C(=O)Cn2nc(C)c3sc4ccccc4c3c2=O)CC1	4	83	3	1	18	2	15	12	11
COc1ccc(C(=O)CSc2nn3c(=O)c(C(C)(C)C)nnc3s2)cc1	4	56	-3	3	-13	8	36	9	2
O=C(Nc1ccc(Nc2ccccc2)cc1)C1CC1	-6	92	-8	22*	-24	7	7	6	4
CC(C)C(C(=O)NC1CCCCC1)N(CC1CCCO1)C(=O)CNS(=O)(=O)c1ccc(F)cc1 (stereo not given)	1	125	0	1	-7	2	18	9	5
COc1ccc(CNc2ccc(S(N)(=O)=O)cc2)c(OC)c1OC	-26	94	-10	5	-158	7	0	-20	4

Some of these compounds in order of length of the SMILES, largest number first:
SMILES	CatS inh	Her2 expr inh	CatB mix inh	CatB inh	C1s inh	ROCK2 blocker	CatL block	CatG inh	PKA kinase inh
COc1ccc(N2CC(C)Cn3c2nc2c3c(=O)n(CCc3ccccc3)c(=O)n2C)cc1 (stereo not given)	26	182	6	3	-12	3	-3	-7	2
CCCCCCn1c(=O)c(-c2nc3ccccc3c(=O)[nH]2)c(O)c2ccccc21	-10	75	-2	0	-6	5	-10	2	1
CN(C)c1oc(-c2ccc(OCc3ccc(Cl)cc3)cc2)nc1C#N	-4	94	2	1	-20	-2	-8	-14	-1
Cc1ccc(CSc2nnc(-c3cccs3)n2C)cc1	3	96	3	11	-69	8	3	2	10
O=C(O)C1CCCCC1C(=O)Nc1ccccn1 (stereo not given)	-1	75	1	1	13	5	13	6	5
